Screening data from PubChem BioAssay.
Nrf2 block – Nrf2 pathway inhibition; 360,000 tested, 2.1% active; AID 504444; Potency, µM (doses to about 46 µM), for inactives: at the top dose activity change, negative = inhibition, hits mostly inhibitors; A549 ARE-Fluc reporter, luciferase luminescence, 18-24 h; further: potency means the concentration at half of the fitted maximal effect; on the % scale 0 is the no-effect control and ±100 the full control effect; nearly all actives have a fitted effect of over 60% in size
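Concentration-response testing used A549 ARE_Fluc cells at 5000 cells/well. Following an 18-24 h compound incubation, viability was read by fluorescence (Ex 405/Em 525) and luciferase output by luminescence.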
MmCpn inh – blocks the Methanococcus maripaludis chaperonin Mm-Cpn; purified Mm-Cpn ATPase, ADP Transcreener TR-FRET; Potency, µM (series often up to 76.9 µM), for inactives: at the top dose activity, negative = inhibition, usual class: inhibitors; 330,000 tested, 0.031% active; further: potency means the concentration at half of the fitted maximal effect; on the % scale 0 is the no-effect control and ±100 the full control effect; nearly all actives have a fitted effect of over 80% in size
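25 nM Mm-CPN + cpd, 10 min 37°C; + 10 uM ATP, 30 min 37°C; buffer 30 mM Tris pH 7.4, 100 mM KCl, 5 mM MgCl2, 1 mM DTT; Transcreener ADP HTRF detection 30 min RT.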
CCT modulator – modulators of cytosolic chaperonin (CCT/TRiC) activity. activity change, % (concentration not given with the values), hits read low. purified chaperonin ATPase assay, HTRF ADP detection, 30 min. 360,000 tested, 0.3% active. AID 651819; in the data active means activity change below about -30%; further: on the % scale 0 is the no-effect control and ±100 the full control effect
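Nucleotide hydrolysis assay: TRiC at 20–40 nM final (set by batch activity) with 10 uM ATP, 30 min at 37 °C, in presence of 76 uM compound. Detection by competitive ADP HTRF, 30 min ambient.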
Nrf2 activator – Nrf2 pathway activation; Potency, µM (titrated, usually from 46.1 µM), for inactives: at the highest dose activation, actives largely listed as activators; 410,000 tested, 0.31% active; AREc32 ARE-luciferase reporter (MCF7-derived line), luminescence, 24 h; further: potency means the concentration at half of the fitted maximal effect; % of control where 0% means no effect; nearly all actives have a fitted effect of over 65% in size
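Luminescent ARE reporter assay in AREc32_Fluc cells: overnight plating at 37 deg C, 24 hr compound incubation, Steady-Glo added, 30 min RT before reading.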
HepG2 viability – HepG2 cytotoxicity, counter-screen for TGF-b inhibitors; HepG2 CAGA-GFP viability, ATP luminescence, 18 h; 410,000 tested, 0.76% active; AID 588856; Potency, µM (doses to about 46.1 µM), without a hit: top-dose activity change, negative = cytotoxicity, hits mostly cytotoxic; further: potency means the concentration at half of the fitted maximal effect; some results filed as inactive show a strong effect at the top dose
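CellTiter-Glo luminescence gave cytotoxicity after 18 hours at 37 degrees C. The cells were HepG2 CAGA-GFP in 1% FBS DMEM, stimulated with 500 pg/mL TGF-beta after compound addition. %Activity was normalised to no-cell wells (complete cell-killing) and DMSO (no toxicity), and curves were fitted and classified.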
TGFb SMAD3 inh – inhibitors of TGF-b signaling; HepG2 CAGA-GFP TGF-b/SMAD3 reporter, GFP fluorescence, 18 h; TGF-beta stimulated, 500 pg/mL final; Potency, µM (top dose mostly 46.1 µM), for the others: at the highest dose activity, negative = inhibition, usual class: inhibitors; 410,000 tested, 1.2% active; further: potency means the concentration at half of the fitted maximal effect; on the % scale 0 is the no-effect control and ±100 the full control effect; nearly all actives have a fitted effect of over 65% in size
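Cell-based qHTS in HEPG2 carrying a CAGA-GFP Smad reporter; compounds added before 500 pg/mL final TGF-beta, 18 h incubation at 37 degrees C, GFP fluorescence quantified per cell by imaging cytometry.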
pAkt inh – inhibitors of Akt phosphorylation; AID 651550; 360,000 tested, 0.32% active; Neuro2A IGF-stimulated pAkt S473 HTRF, 20 min; stronger effect = lower value; activity change, % for hits at 50 µM; in the data active means activity change below about -80%; inconclusive means mostly about -51% to -80%; further: on the % scale 0 is the no-effect control and ±100 the full control effect
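Neuro2A cells in DMEM with 0.5% FBS, overnight at 37 deg C, given compound at single 50 µM final, then IGF (6 nM final) for 20 min at 37 deg C. Lysed; phospho-Akt Ser473 by HTRF after 24 h, 665/615 ratio.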
Abeta yeast res – compounds reversing amyloid beta toxicity in yeast | AID 1347071 | 410,000 tested, 0.063% active | yeast expressing A-beta42, growth rescue, OD600, 48 h; response scale: 0% DMSO, 100% iron-clioquinol control | Potency, µM (highest dose often 46.1 µM), for the others: top-dose growth rescue, hits mostly activators; further: potency means the concentration at half of the fitted maximal effect; nearly all actives have a fitted effect of over 55% in size
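Yeast A-beta toxicity model in growth medium with pinned compounds, 48 h at 30 C; growth read as absorbance at 600 nm. Normalized to FeCl3/clioquinol equimolar mix (positive) and DMSO (negative).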
A549 viability – A549 cytotoxicity, counter-screen for Nrf2 inhibitors | Potency, µM (highest dose often 46 µM), for the others: at the highest dose activity change, negative = cytotoxicity, hits mostly inhibitors | A549 ARE-Fluc cells, CellTiter-Fluor viability, 18-24 h | 390,000 tested, 0.16% active; further: potency means the concentration at half of the fitted maximal effect; on the % scale 0 is the no-effect control and ±100 the full control effect
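A549 ARE_Fluc cells in 5% FBS OPTI-MEM were exposed to compounds in concentration-response for 18-24 h at 37 deg C. Viability was read by CellTiter-Fluor fluorescence (Ex 405/Em 525) after 30 min, before the luciferase read.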
An asterisk follows results filed as active; i = inactive; ? = inconclusive; · = not tested or not shown. Unless noted, the call rests on the fitted dose curve; in most records, active means well fitted curve in the direction sought with a large enough effect; inconclusive means small, poorly fitted or top-dose-only effect, or another doubt; inactive means no such curve, though single readings can be large; an effect the other way counts as inactive or inconclusive.

Order of results – A549 viability | Nrf2 block | pAkt inh | MmCpn inh | TGFb SMAD3 inh | Abeta yeast res | Nrf2 activator | HepG2 viability | CCT modulator
> CCn1c(SCC(=O)c2ccccc2)nnc1-c1cnccn1
    25.1% | 18.2% | i | -0.6% | 2.0% | 0.9% | 0.5% | -4.4% | -0.2
> Cc1nnc(NC(=O)CN2C(=O)c3ccccc3S2(=O)=O)s1
    2.9% | · | i | 0.9% | 0.6% | 2.0% | -0.4% | 0.6% | -0.6
> CC(C)(CCO)Nc1ncnc2onc(-c3ccc(F)cc3)c12
    24.6% | 16.8% | i | 0.9% | -4.3% | -12.1% | -0.4% | -0.6% | -4.9
> NS(=O)(=O)c1ccc(NC(=O)CSc2nc(Nc3ccccc3)nc(N3CCOCC3)n2)cc1
    -0.9% | ? | i | 0.4% | 1.1% | -3.5% | 11.9% | -21.5% | -1.6
> O=C(c1cc(COc2ccc(F)cc2F)on1)N1CC[C@@H]2CCCC[C@H]2C1
    1.6% | 12.3% | i | -3.0% | ? | -14.9% | -0.4% | -13.6% | 1.0
> COC(C[C@H](O)C[C@@H](O)[C@@H](C)OCc1ccccc1)OC
    2.3% | -5.3% | i | 0.2% | -0.2% | -0.2% | -1.0% | -4.2% | -0.8
> CC(=O)Oc1ccccc1Cn1c(C)c(C(=O)NCCC#N)sc1=O
    · | · | i | · | -5.6% | -10.1% | -0.5% | 3.5% | 0.1
> Cc1ccccc1CS(=O)(=O)CC(O)CN1CCCC1=O (stereo not given)
    2.3% | 1.5% | i | 0.1% | -3.6% | -4.9% | -0.3% | -2.9% | -3.7
> Cc1c(CCOC(=O)C23CC4CC(CC(C4)C2)C3)sc[n+]1Cc1ccccc1
    6.7% | 6.5% | i | 0.6% | 9.9% | -3.9% | -0.9% | 28.1% | -1.0
> COc1ccc(OC)c(CNC(=O)Cc2ccc(NC(=O)N3CCSc4ncccc43)cc2)c1
    -2.7% | ? | · | · | 0.0% | -9.1% | 2.9% | -25.9% | ·
> COc1cc(Cl)c(C)cc1NC(=O)CSc1ccc(NC(C)=O)cc1
    -1.3% | -6.1% | i | -1.6% | 11.0% | 12.9% | 0.1% | -5.1% | 0.4
> COc1ccc(CNC(=O)C2CCCN2CCc2ccccc2)cc1OC (stereo not given)
    -0.7% | -15.4% | i | 0.0% | -2.0% | -6.6% | -0.1% | -4.1% | -1.4
> CC(C)(C)C(=O)/C=C(\N)c1ccccn1
    14.5% | · | i | -0.9% | -3.6% | -11.8% | 0.4% | -29.2% | -1.4
> COc1cccc(OCc2nnc(SCC(=O)NNC(=O)C3CCCCC3)n2C)c1
    0.8% | 3.5% | i | 0.2% | 12.3% | 8.5% | -0.4% | 3.6% | -2.4
> CC(C)(C)NS(=O)(=O)c1cc(C(=O)Nc2sccc2C#N)ccc1Cl
    -16.2% | ? | i | -2.8% | ? | 9.3% | 3.9% | -9.5% | -0.2
> O=C(Nc1ncccc1O)c1cc2ccccc2o1
    -1.7% | ? | i | 1.7% | ? | -3.6% | 18.3% | -41.4% | -1.5
> COc1ccc(CNC(=O)C(=O)Nc2cc(Cl)ccc2OC)cc1
    -1.1% | -9.7% | · | · | -26.2% | -15.5% | 0.5% | 11.8% | ·
> Cc1cnc(C)c(N2CCC(C(=O)NCc3cccs3)CC2)n1
    12.4% | 22.6% | i | -1.7% | 0.7% | 17.1% | 0.0% | 7.8% | 1.0
> O=C(Nc1nnc(S(=O)(=O)N2CCCc3ccccc32)s1)c1cccc(Cl)c1
    -2.3% | 3.4% | · | · | ? | -4.5% | 13.7% | -40.0% | ·
> O=C(NCCCN1CCOCC1)C(=O)N/N=C/c1c(Cl)cccc1Cl
    10.3% | 7.1% | i | 0.0% | -11.2% | -1.0% | 0.2% | -5.2% | -3.8

Just HepG2 viability, TGFb SMAD3 inh and Nrf2 block, for 4 of the compounds above:
| smiles | HepG2 viability | TGFb SMAD3 inh | Nrf2 block |
| --- | --- | --- | --- |
| CC(C)(C)C(=O)/C=C(\N)c1ccccn1 | -29.2% | -3.6% | · |
| O=C(NCCCN1CCOCC1)C(=O)N/N=C/c1c(Cl)cccc1Cl | -5.2% | -11.2% | 7.1% |
| O=C(c1cc(COc2ccc(F)cc2F)on1)N1CC[C@@H]2CCCC[C@H]2C1 | -13.6% | ? | 12.3% |
| COc1cc(Cl)c(C)cc1NC(=O)CSc1ccc(NC(C)=O)cc1 | -5.1% | 11.0% | -6.1% |

Continuation.
Order of results – A549 viability | Nrf2 block | pAkt inh | MmCpn inh | TGFb SMAD3 inh | Abeta yeast res | Nrf2 activator | HepG2 viability | CCT modulator
> CCN(CC)S(=O)(=O)c1ccc(C(=O)NC(=S)N(CCC#N)Cc2cccnc2)cc1
    1.2% | 7.0% | i | -0.6% | -8.1% | 20.7% | 0.5% | -15.6% | -2.3
> CCN(CC)S(=O)(=O)c1ccc(N2CCCC2)c(NC(=O)Cc2ccccc2)c1
    0.9% | 7.8% | i | -2.2% | -14.5% | 7.1% | 0.0% | -2.1% | -2.3
> CCOC(=O)/C=C/C(=O)Nc1cc(S(=O)(=O)Nc2ccc(OC)cc2)ccc1N1CCOCC1
    -12.3% | 20.2% | i | -12.8% | -33.5% | 17.7% | ? | -27.6% | -0.8
> CCCOc1ccc(/C=C/C(=O)N2CCOCC2)cc1
    -4.5% | ? | i | -1.9% | 4.5% | 16.9% | 1.8% | 13.3% | -1.5
> O=C(NCc1ccco1)c1ccc(=O)[nH]n1
    8.2% | · | i | -2.9% | ? | -9.1% | 5.6% | -12.4% | -2.4
> CCC(C)(C)NC(=O)C(c1ccc(C)cc1)N(Cc1ccco1)C(=O)CCC(=O)Nc1nccs1 (stereo not given)
    -2.4% | · | i | 0.0% | 21.5% | 12.1% | -1.7% | -0.5% | -3.3
> CC(C)(C)c1nc2sc3c(c2c(=O)o1)CCCC3
    6.0% | 6.6% | i | -1.8% | 2.1% | 3.1% | 0.0% | 14.7% | -1.9
> Cc1ccc2c(Sc3ccc(Cl)cc3)c(C(=O)N3CCC(C)CC3)[nH]c2c1
    0.0% | -19.6% | · | · | ? | 11.2% | -1.0% | -80.1% | ·
> CCCOc1ccc(-c2nc(SCC(=O)c3ccc(Cl)cc3)n[nH]2)cc1
    -5.1% | -8.3% | · | · | -24.7% | -17.6% | 6.9% | -14.0% | ·
> COc1ccccc1Cn1c(-c2ccccc2OC)nc2ccccc21
    -10.9% | -25.3% | i | -17.6% | 3.7% | 8.2% | 0.2% | -18.4% | -1.0
> CSC(=Nc1ccccc1)N=C(SCc1ccccc1)N(C)C
    ? | ? | i | · | 5.62µM* | -20.8% | -3.0% | 7.08µM* | -4.0
> CCCCn1c(=O)nc2n(-c3ccc(Cl)cc3)c3ccccc3cc-2c1=O
    2.1% | 4.2% | i | ? | -0.6% | -13.1% | 0.1% | -2.3% | -1.4
> Cn1cccc1/C=N/NC(=O)C12CC3CC(CC(C3)C1)C2
    -1.8% | 0.4% | i | 1.5% | -5.9% | 28.5% | -0.6% | -0.8% | -3.5
> COc1ccc(NC(=O)C(=O)NCC(c2ccc3c(c2)OCO3)N2CCN(C)CC2)cc1 (stereo not given)
    0.8% | · | · | · | 0.0% | 3.0% | -1.1% | -1.7% | ·
> CCOC(=O)N1CCN(CC(=O)Nc2c(C(=O)OC)[nH]c3ccccc23)CC1
    -3.5% | ? | i | -0.4% | -0.9% | 4.3% | 0.4% | -8.5% | -6.3
> CCOc1ccc(/C(O)=C2/C(=O)C(=O)N(CCOCCO)C2c2ccccc2)cc1 (stereo not given)
    -8.4% | 6.1% | i | -0.6% | 0.0% | 3.1% | -0.6% | -14.3% | -4.1
> Cc1nn(C)c(Oc2ccccc2)c1CCNS(=O)(=O)c1ccccc1
    -12.0% | ? | i | -0.8% | 4.6% | 6.3% | 0.0% | -2.3% | -2.1
> COCCn1c(C)cc(C(=O)CSc2ccc(NC(C)=O)cc2)c1C
    -9.8% | ? | i | -0.6% | -1.5% | 4.6% | -0.5% | -2.2% | -1.6
> Cc1ccc(NC(=O)C2CCN(S(=O)(=O)c3ccc4c(c3)OCCO4)CC2)nc1
    -7.2% | ? | i | 1.9% | -24.1% | 11.7% | 0.2% | -9.1% | 1.1
> CCC(OC(=O)CN1C(=O)C(=O)c2ccccc21)C(=O)Nc1ccc(S(N)(=O)=O)cc1 (stereo not given)
    -4.0% | -1.2% | i | -4.0% | 7.4% | 6.2% | -0.1% | 3.5% | 4.4
> CCCc1cc(=O)oc2c(C)c(OCC(=O)N3CCC(C(=O)O)(c4ccccc4)CC3)ccc12
    1.3% | -8.5% | i | 1.9% | -18.7% | -12.7% | 0.0% | -7.2% | 0.3
> Cc1nc2ncnn2c(N2CCN(C(=O)Cc3cccs3)CC2)c1C
    1.4% | -16.9% | i | · | -3.3% | 13.3% | -0.7% | -2.1% | 1.1
> CCOc1cc(/C=N/O)cc(Br)c1OCC(=O)NCc1ccccc1
    -2.3% | ? | i | 0.2% | 8.7% | 13.8% | 2.5% | -24.6% | -1.8
> O=[N+]([O-])c1cccc2ccc(/C=C/c3ccc(F)cc3)nc12
    ? | ? | i | -1.6% | ? | -10.4% | ? | -19.8% | 1.5
